# Screening data from PubChem BioAssay.
# Cdc25B inh = inhibitors of human Cdc25B phosphatase | P30305 | recombinant Cdc25B, OMFP fluorescence Ex485/Em525 | inhibition, %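 (compounds tested at 10 µM final in the well)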 | 65,000 tested, 0.1% active; in the data active = inhibition above about 50%
# Target sequence (P30305 whole entry, looked up): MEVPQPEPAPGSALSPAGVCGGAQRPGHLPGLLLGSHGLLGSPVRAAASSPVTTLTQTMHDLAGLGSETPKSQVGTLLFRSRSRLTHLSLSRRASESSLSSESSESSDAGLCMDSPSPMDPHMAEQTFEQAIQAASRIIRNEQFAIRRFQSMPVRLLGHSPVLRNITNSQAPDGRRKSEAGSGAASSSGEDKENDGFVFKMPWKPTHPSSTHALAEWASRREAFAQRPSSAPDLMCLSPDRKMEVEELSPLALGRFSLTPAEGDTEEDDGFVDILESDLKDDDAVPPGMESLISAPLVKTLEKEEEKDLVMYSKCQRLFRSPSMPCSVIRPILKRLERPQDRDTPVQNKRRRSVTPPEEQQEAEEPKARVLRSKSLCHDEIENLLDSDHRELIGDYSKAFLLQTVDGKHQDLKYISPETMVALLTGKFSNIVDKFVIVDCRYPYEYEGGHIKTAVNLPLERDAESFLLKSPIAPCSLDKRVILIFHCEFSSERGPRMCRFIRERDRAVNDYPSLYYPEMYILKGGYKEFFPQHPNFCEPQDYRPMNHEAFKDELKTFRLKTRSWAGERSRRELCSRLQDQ
# TNAP act mid DEA = human TNAP activation, intermediate phosphate acceptor. P05186. purified TNAP, CDP-star luminescence, 100 mM DEA, 30 min; stronger effect = higher value; scale: 0 levamisole-inhibited, 1 vehicle-only enzyme. activation factor at 20 µM. 64,000 tested, under 10 active;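 active = activation factor of at least 2 at 20 µM, relative to controls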
# Target sequence (P05186 whole entry, looked up): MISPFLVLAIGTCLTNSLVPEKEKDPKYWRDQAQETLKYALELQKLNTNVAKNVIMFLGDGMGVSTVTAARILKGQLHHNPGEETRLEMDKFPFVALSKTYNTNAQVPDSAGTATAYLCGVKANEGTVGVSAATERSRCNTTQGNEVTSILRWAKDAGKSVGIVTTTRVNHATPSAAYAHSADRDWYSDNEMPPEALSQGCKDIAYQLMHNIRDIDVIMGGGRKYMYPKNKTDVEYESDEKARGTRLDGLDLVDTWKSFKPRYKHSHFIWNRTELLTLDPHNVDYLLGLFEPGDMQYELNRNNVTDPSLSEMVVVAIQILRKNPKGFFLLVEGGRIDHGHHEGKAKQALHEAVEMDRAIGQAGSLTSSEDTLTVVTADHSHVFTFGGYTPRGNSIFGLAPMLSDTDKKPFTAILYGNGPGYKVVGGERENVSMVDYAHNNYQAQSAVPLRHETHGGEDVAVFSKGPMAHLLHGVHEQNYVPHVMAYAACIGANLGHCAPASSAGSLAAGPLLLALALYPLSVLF
# D1 allo mod = allosterically modulates the human D1 dopamine receptor. HEK293 D1, CRE-luciferase, dopamine EC30 potentiation; actives deviate in either direction. B-score at 10 µM. 58,000 tested, 5.9% active. AID 641;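 active = luminescence count or its row- and column-corrected plate score outside the 99.7% band of the plate's sample wells, on either side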
# RORa activator = activates the human nuclear receptor RORA; 65,000 tested, 1.5% active; CHO-K1 Gal4-RORA LBD luciferase reporter, luminescence; percent increase over mock-subtracted basal signal; P35398; activation, % at 10 µM;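 active = activation above the mean of all tested compounds plus 3 SD, cut at about 49% in these data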;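 also: 0% = DMSO-treated RORA cells and 100% = added signal equal to DMSO minus mock-transfected cells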
# Hsp90 block = displaces geldanamycin probe from tumor Hsp90; P07900; NCI-N417 lysate Hsp90, Cy3B-geldanamycin FP displacement; inhibition, % at 30 µM; 64,000 tested, 0.35% active;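 active = inhibition above 50%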;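 also: 0% = tracer plus lysate wells and 100% = tracer alone without lysate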
# HER2 expr 66K = Her2 kinase expression inhibition. SKBR-3 HER2 protein level, AlphaScreen, 18-24 h; stronger effect = lower value. HER2 level % of control, % at 10 µM. 65,000 tested, 0.69% active;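 active = HER2 level under 5% of the carrier-only control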;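 also: 100% = DMSO carrier and 0% = 500 nM PU-H71 HSP90 inhibitor; lower value means stronger loss of Her2 protein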
# MKP-1 inh = inhibitors of human MKP-1 phosphatase | P28562 | recombinant MKP-1, OMFP hydrolysis fluorescence | inhibition, %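 (compounds tested at a single concentration somewhere between 10 and 100 µM)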 | 65,000 tested, 0.15% active | AID 374;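 active = inhibition above about 50%, limit read from the data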;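 also: 0% = DMSO max control wells and 100% = wells with enzyme stopped by NaOH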
# FXIIa mix inh = inhibitors of human coagulation factor XIIa, pooled mixtures; purified FXIIa, fluorogenic substrate; inhibition, % at 5 µM; 62,000 tested, 0.2% active; AID 684; in the data active = inhibition above about 20%, passing the limit was not always enough;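 also: 0% = enzyme without compound and 100% = no enzyme blank; some results filed as inactive read as strong as hits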
# SF-1 act = activators of human nuclear receptor SF-1; Q13285; activation, % at 10 µM; 65,000 tested, 1.9% active; CHO-K1 Gal4-SF-1 LBD luciferase reporter; % increase over DMSO SF-1-specific signal;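 active = activation above the mean activation of all tested compounds plus 3 SD, cut at about 50% in these data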
#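 material = CHO-K1 cells with Gal4–hSF-1 LBD chimera plus Gal4-driven luciferase | compound = 10 µM single point, 1% DMSO | incubation = 20 h compound exposure at 37 °C after 1 h cell settling | measured by = SteadyLite luciferase luminescence | evaluation = percent activation relative to DMSO median and mock-transfected background | control set = DMSO negative control and −SF1 background wells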
# The depositor's hits bear a star; nt = no result given.
Structure	TNAP act mid DEA	SF-1 act	Cdc25B inh	D1 allo mod	HER2 expr 66K	FXIIa mix inh	MKP-1 inh	Hsp90 block	RORa activator
Nc1nnnn1/N=C/c1ccccc1OCc1ccc(Cl)cc1Cl	0.9	-14.6	-2.2	nt	87.9	12.5	27.2	0.6	-25.8
COc1ccc(-c2cc(C(=O)Nc3ccc(C)cc3)no2)cc1	0.9	-5.5	-3.9	-0.503	96.0	-13.2	-2.4	-0.4	-2.7
Brc1ccc(-c2cnc(-c3cccs3)o2)cc1	0.9	51.9*	-15.4	-0.0588	33.7	12.8	19.0	-0.9	12.7
CCC(C)Nc1nc(OCC(F)(F)F)nc(OCC(F)(F)F)n1 (configuration not stated)	0.8	-5.0	-19.2	-0.233	116.8	-2.5	38.6	-4.5	-15.2
Cc1ccc2c(c1)cc(CN(Cc1ccco1)C(=O)COc1ccccc1)c1nnnn12	0.9	-13.3	12.4	0.776	61.9	-10.0	9.6	-0.6	-9.9
COC(=O)c1c(NC(=O)CN2CCC(C(N)=O)CC2)c2c(C)cccc2n1C	0.9	6.6	5.4	0.29	176.6	3.6	-9.5	-11.8	12.6
O=C(CC1Nc2ccccc2NC1=O)NCC1COc2ccccc2O1 (configuration not stated)	1	-2.3	10.7	-0.712	77.5	8.2	-6.9	5.7	11.6
Cc1cc(C)c(O)c(-c2cc(C(=O)Nc3ccc(S(=O)(=O)N4CCOCC4)cc3)[nH]n2)c1	1.2	-27.1	8.6	0.782	-11.2*	2.3	31.5	7.9	-21.8
CC(=O)NC(C)(C)C1CC=C(C)/C(=N\O)C1 (configuration not stated)	1.1	5.3	-1.9	0.674	75.6	3.3	-1.4	-5.6	-18.6
CC(=O)Nc1ccc(S(=O)(=O)NCc2csc(-c3cccnc3)n2)cc1	0.8	10.9	-1.4	0.159	92.9	2.5	-6.6	-4.8	-3.7
COc1ccc(Cc2nnc(SCc3nc4ccccc4c(=O)[nH]3)n2C)cc1	0.9	5.8	-4.4	1.1	101.3	3.8	0.2	0.1	-3.0
Nc1ncnc2nc(SCC(=O)N3CCN(c4ccccc4)CC3)[nH]c12	0.6	15.7	0.5	-0.424	112.6	0.4	5.7	-4.5	-1.6

# Next records:
Structure	TNAP act mid DEA	SF-1 act	Cdc25B inh	D1 allo mod	HER2 expr 66K	FXIIa mix inh	MKP-1 inh	Hsp90 block	RORa activator
CC1(C)Cc2c(C#N)c(N)sc(=S)c2CS1	0.9	-5.2	-1.7	2.4	107.0	5.1	6.1	0.9	-8.4
CC(C)(C)c1cc(C(=S)N2CCN(CCO)CC2)cc(C(C)(C)C)c1O	0.8	-0.9	-10.8	-0.454	251.9	-10.1	3.5	1.0	-0.6
COc1ccc(-c2cc(C(F)(F)F)n3nc(C(=O)O)nc3n2)cc1	0.9	3.0	-4.3	-1.05	169.2	-2.0	-6.3	-0.7	-11.1
CCN1CCN(Cc2nc3c(c(=O)n(C)c(=O)n3C)n2CCCc2ccccc2)CC1	0.9	-8.8	-13.1	nt	182.6	1.8	3.9	nt	-7.6
CC(C)c1cc(C(=O)NC2CCCCC2)no1	0.9	54.0*	-18.3	-0.428	88.9	-8.8	4.9	-0.2	11.3
COc1ccc(-c2ccc(OC)cc2C(=O)O)cc1	0.9	10.1	-12.5	-0.928	139.1	0.2	26.8	0.6	-11.1
Cn1ncc(N=Cc2ccccc2O)c1C(=O)N1CCOCC1	1	-0.3	-14.5	nt	66.0	nt	-14.0	2.1	-25.3
C=CCn1cnc2c(c1=O)c1nc3ccccc3nc1n2-c1ccccc1	0.9	-1.7	-7.6	2.05	78.2	7.1	23.5	-4.3	2.3
CCNc1nc(N2CCOCC2)nc(N(c2ccccc2)c2ccccc2)n1	0.9	1.1	12.1	0.345	84.0	2.6	-6.2	-1.1	-2.7
O=C(Nc1ccccc1)c1ccccc1OCC(O)CN1C(=O)c2ccccc2S1(=O)=O (configuration not stated)	0.9	6.9	-3.2	-1.68	83.1	-0.9	4.1	-2.8	1.0
Cc1ccc(S(=O)(=O)N2CCOCC2)cc1C(=O)NCc1ccc(F)cc1	1	10.7	-9.8	-0.109	104.7	8.4	-3.7	-7.8	-1.7
COCCCNC(=O)Cn1nnc(-c2ccc(NC(=O)c3ccccc3OC)cc2)n1	1	7.4	-13.0	0.642	88.0	4.6	8.2	nt	3.7

# Additional results.
Structure	TNAP act mid DEA	SF-1 act	Cdc25B inh	D1 allo mod	HER2 expr 66K	FXIIa mix inh	MKP-1 inh	Hsp90 block	RORa activator
O=C1Nc2ccccc2SC(c2ccccc2)C1O (configuration not stated)	1	16.8	20.8	-0.531	122.9	-4.4	57.8*	-0.1	-16.8
CC1(C)Cn2c(nnc2-c2cccc(O)c2)S1	0.9	-0.1	3.6	0.189	108.4	3.2	-10.5	-0.9	-10.0
CCS(=O)(=O)N1CCN(S(=O)(=O)c2ccc(F)cc2)CC1	0.9	17.7	-7.6	-0.521	121.8	13.3	-0.7	-3.4	5.8
CC(=O)Nc1ccc(NC(=O)CN2CCCC(C)C2)c(Cl)c1 (configuration not stated)	0.9	12.1	-2.3	-0.359	87.4	-10.6	-29.3	1.8	7.9
O=C(CCS(=O)(=O)c1ccccc1)Nc1nccs1	0.9	5.4	-12.3	-0.623	67.0	-18.9	0.4	-4.8	5.8
CCCc1nc2ccccc2c(C(=O)OCc2nnc(-c3cc(OC)c(OC)c(OC)c3)o2)c1CC	0.9	16.4	-15.4	2.19	84.7	4.5	44.1	-3.7	-17.0
O=C(O)C(Cc1ccccc1)n1cnnn1 (configuration not stated)	0.9	3.6	0.7	-1.55	113.3	-20.1	-9.1	-3.8	-18.2
COc1ccccc1C(c1nnnn1Cc1ccccc1)N1CCN(c2nc3ccccc3s2)CC1 (configuration not stated)	0.9	15.6	-0.5	0.114	96.0	-13.4	-13.4	1.5	23.1
Cc1cc(C)nc(-n2nc(C)cc2NC(=O)c2ccc3c(c2)OCO3)n1	1	-6.3	-2.7	0.699	92.5	11.1	14.8	-1.6	7.5
CCCC(C)C(=O)Nc1ccc(Cl)cn1 (configuration not stated)	0.9	5.8	-8.9	-0.408	96.4	-1.6	-1.5	-5.5	14.3
C=Cn1nc(C)c2ccccc2c1=O	0.8	-22.1	-1.7	1.23	179.2	-4.1	-8.9	1.0	15.0
Cc1ccc(OCC(=O)n2cnnc2N)c(C)c1	0.9	-0.1	-7.5	0.384	168.1	-23.8	24.2	-3.2	-20.0

# (continued)
Structure	TNAP act mid DEA	SF-1 act	Cdc25B inh	D1 allo mod	HER2 expr 66K	FXIIa mix inh	MKP-1 inh	Hsp90 block	RORa activator
O=C(CSc1ncn[nH]1)c1ccc2c(c1)OCCO2	0.9	23.5	-0.6	-0.935	111.0	3.0	1.4	-2.7	16.1
CC(O)c1cccc(NC2=CC(=O)CC(C)(C)C2)c1 (configuration not stated)	0.9	4.5	-6.9	0.18	101.6	12.1	2.7	-1.0	-4.6
CCc1nnc(NC(=O)CSc2nnc(Cc3ccccc3)n2Cc2ccccc2)s1	0.9	1.3	-0.7	nt	73.0	-6.1	11.4	-1.8	-2.8
COc1ccc(-n2c(SCC(=O)Nc3ccc4c(c3)OCO4)nc3ccccc3c2=O)cc1	0.9	9.3	3.8	0.966	78.1	5.7	11.7	-3.3	-4.6
O=C(O)C1C2C=CC(C2)C1C(=O)NCCc1ccncc1 (configuration not stated)	0.8	-4.4	-0.5	-0.232	65.9	2.8	4.6	-8.1	6.9
O=C(CN1C(=O)C2C3C=CC(C3)C2C1=O)N1CC(=O)N(CCc2ccccc2)C(=O)C1 (configuration not stated)	0.9	9.9	-7.3	0.454	100.2	0.9	2.5	-6.5	4.4
COc1ccc(-c2nc3ccccc3c(=O)n2CCCN2CCOCC2)cc1	0.9	1.1	-9.7	-0.266	nt	9.6	9.0	-6.3	-22.4
Cc1ccc(-c2nnc(N3CCOCC3)c3ccccc23)cc1S(=O)(=O)NCC1CCCO1 (configuration not stated)	0.9	-9.8	-17.3	2.26	96.8	6.0	10.6	-2.2	2.7
COc1cc(NC(=O)c2ccco2)c(OC)cc1NC(=O)CCC(=O)Nc1cc(C)ccc1C	0.9	-6.5	-7.9	nt	86.1	-16.9	33.6	-1.5	4.4
O=C(O)CCN1C(=O)C(=C2CCCCCC2)SC1=S	0.9	-1.2	15.3	-0.716	116.8	3.6	-10.9	-0.5	-30.0
COc1ccc(OC)c(NC(=O)CSc2nnc(CNc3ccc(F)cc3)o2)c1	1	9.4	1.1	0.165	110.7	1.2	5.2	2.9	1.2
O=c1c2cnn(-c3ccccc3)c2ncn1Cc1ccccc1	0.8	1.6	-1.8	nt	119.3	-9.1	-2.7	-1.8	2.5

# The last three records of the section before are carried over, then new ones follow:
Structure	TNAP act mid DEA	SF-1 act	Cdc25B inh	D1 allo mod	HER2 expr 66K	FXIIa mix inh	MKP-1 inh	Hsp90 block	RORa activator
O=C(O)CCN1C(=O)C(=C2CCCCCC2)SC1=S	0.9	-1.2	15.3	-0.716	116.8	3.6	-10.9	-0.5	-30.0
COc1ccc(OC)c(NC(=O)CSc2nnc(CNc3ccc(F)cc3)o2)c1	1	9.4	1.1	0.165	110.7	1.2	5.2	2.9	1.2
O=c1c2cnn(-c3ccccc3)c2ncn1Cc1ccccc1	0.8	1.6	-1.8	nt	119.3	-9.1	-2.7	-1.8	2.5
Cc1ccc(Cn2ccc(NC(=O)c3cc(-c4cccc(Cl)c4)on3)n2)cc1	1	8.1	-12.0	-0.00133	54.2	9.3	23.7	-5.8	8.4
CCCCCCOc1ccc(N2C(=O)CC(N3CCC(C(=O)OCC)CC3)C2=O)cc1 (configuration not stated)	1	-26.5	-4.3	0.0227	84.5	0.3	17.4	-1.4	0.0
CCOC(=O)CNC(=O)CSc1nnc(Cn2c(=O)sc3ccccc32)n1C	1	9.4	-7.6	-0.104	91.3	11.0	8.0	-1.1	-8.0
N#Cc1nc(COc2ccc(F)cc2)oc1N1CCN(Cc2ccccc2)CC1	0.9	-2.6	-4.2	-2.43	165.5	-17.9	-7.6	-5.2	7.6
COc1ccc(S(=O)(=O)Cc2ccc(C(=O)NCc3cccnc3)o2)cc1	0.9	2.7	-8.5	0.0632	46.8	0.2	6.8	0.1	-1.4
O=C(c1cc2nc(-c3ccccc3)cc(C(F)(F)F)n2n1)N1CCCC1	1	-4.0	-9.1	1.16	109.5	4.4	15.1	-0.8	12.2
Cc1ccccc1C(=O)Nc1ccc(S(=O)(=O)N2CCN(C)CC2)cc1	0.9	-7.0	-15.1	-0.697	107.9	1.4	13.6	-2.4	-11.5
Cc1cc(NC(=O)CSc2nc(C(C)C)nc3c2c(=O)n(C)c(=O)n3C)no1	0.9	-4.0	-3.2	0.784	104.9	3.2	6.5	-1.1	-14.0
Nc1nc2n(n1)C(c1ccc(Cl)cc1)CC(c1ccc(F)cc1)N2 (configuration not stated)	0.9	7.7	-12.8	-1.2	109.0	23.4	12.4	-4.0	-4.8
Oc1ccc(-c2nnc(-c3ccc(O)cc3)nn2)cc1	0.9	11.3	-6.6	-1.23	97.0	2.1	-13.7	-10.7	40.7
CCc1c(C(=O)Nc2ncn(Cc3cccc(C)c3)n2)csc1C	0.9	-4.3	-21.0	-0.445	100.0	-17.0	-1.5	-0.8	1.5
CC(C)CC(=O)Nc1ccccc1N1CCOCC1	1	-1.3	3.4	-0.342	86.4	14.7	12.2	2.4	-1.8
O=C(Nc1ccc2nc(-c3ccco3)[nH]c2c1)c1ccco1	0.9	6.5	-1.8	0.698	185.3	2.2	12.5	1.4	38.1
CCC(c1nnnn1Cc1ccc2c(c1)OCO2)N1CCN(c2ccccc2)CC1 (configuration not stated)	0.9	-15.2	-18.8	-0.703	88.1	5.4	21.2	-0.9	-1.7
COC(=O)c1ccc(Cn2cc(Cl)cn2)cc1	0.9	9.1	-14.1	-0.278	81.1	14.9	13.3	-0.8	-5.2
